Compound activity deposited in PubChem by Johns Hopkins Ion Channel Center.
CHT block – inhibitors of human choline transporter CHT. Q9GZV3. CHT-expressing cells, membrane potential dye, choline response; active compounds read low. B-score at 10 µM. 310,000 compounds, 0.86% hits. AID 488975;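 active = B-score over 3 SD under the library average, and starting fluorescence ratio not unusually high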;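 note: choline stimulus applied at its EC90 after an EC20 pre-addition; B-score computed on integrated fluorescence ratio after choline addition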
Target sequence (Q9GZV3 whole entry, looked up): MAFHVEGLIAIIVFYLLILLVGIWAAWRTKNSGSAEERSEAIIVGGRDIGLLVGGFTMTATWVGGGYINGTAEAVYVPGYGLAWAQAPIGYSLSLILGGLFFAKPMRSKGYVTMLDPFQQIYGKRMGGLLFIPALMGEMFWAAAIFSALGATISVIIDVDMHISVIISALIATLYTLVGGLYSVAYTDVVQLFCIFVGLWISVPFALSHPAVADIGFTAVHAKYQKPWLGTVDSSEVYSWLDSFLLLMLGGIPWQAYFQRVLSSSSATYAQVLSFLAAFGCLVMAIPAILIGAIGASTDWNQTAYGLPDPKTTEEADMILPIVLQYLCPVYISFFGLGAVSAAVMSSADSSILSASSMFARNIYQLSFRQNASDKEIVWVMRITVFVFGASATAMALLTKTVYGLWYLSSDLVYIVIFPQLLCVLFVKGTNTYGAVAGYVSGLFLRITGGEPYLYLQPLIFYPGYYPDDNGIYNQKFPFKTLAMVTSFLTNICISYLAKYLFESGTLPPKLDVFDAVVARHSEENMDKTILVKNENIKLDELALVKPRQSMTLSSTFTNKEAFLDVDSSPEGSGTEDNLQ
CHT allo act – human CHT allosteric activation; Q9GZV3; CHT-expressing cells, membrane potential dye, choline EC20; active compounds read high; LV-AA mutant CHT in HEK293 cells; B-score at 10 µM; 310,000 compounds, 0.49% hits; AID 488977;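 active = initial fluorescence not abnormally high and integrated response B-score, plate-corrected, over 3 SD above library mean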
Active calls of the source: *; i = inactive.

The line under a structure holds: CHT block, CHT allo act
Cc1ccc(NC(=O)C2CCCN(c3nccc(C)n3)C2)c(C)c1 (stereo not given)
 : i, i
Cc1sc2nc(C3CC3)nc(SCC(=O)N3CC(=O)Nc4ccccc43)c2c1C
 : i, i
CCOC(=O)C1CCN(S(=O)(=O)c2ccc3[nH]c(=O)oc3c2)CC1
 : i, i
O=C(NCCO)c1cc([N+](=O)[O-])cc2c1C=Cc1ccccc1O2
 : i, i
N#Cc1ccc(CSc2nnc(NC(=O)c3ccc(=O)[nH]c3)s2)cc1
 : i, i
CC1(C)Cc2c(sc(NC(=O)C(=O)N3CCOCC3)c2C(N)=O)CO1
 : i, i
CCN1CCN(CCNC(=O)c2ccc(/C=C3/Sc4ccccc4N(Cc4cccc(Cl)c4)C3=O)cc2)CC1
 : i, i
O=[N+]([O-])c1cc(C(F)(F)F)ccc1NCCCN1CCOCC1
 : i, i
CCOCC(=O)Nc1cc(C(=O)Nc2ccc(F)cc2)ccc1Cl
 : i, i
CC(C)CCNC(=O)CNC(=S)N(Cc1ccccc1)Cc1cccnc1
 : i, i
O=C(CSc1nnnn1C1CCCCC1)Nc1cccc(NC(=O)c2ccco2)c1
 : i, i
C[C@@H]1C[C@H](Nc2ccccc2)c2ccccc2N1C(=O)c1cccnc1
 : i, i
CC(C)Cc1cc(C(=O)Nc2cc(C(F)(F)F)ccc2Cl)no1
 : i, i
CC(C)(C)c1ccc(S(=O)(=O)N2CCC(c3nc4ccc(Cl)cc4[nH]3)CC2)cc1
 : i, i
COC(=O)c1ccccc1S(=O)(=O)N1CCC(C(=O)OC(C)C(=O)Nc2ccc(NC(C)=O)cc2)CC1 (stereo not given)
 : i, i
O=S(=O)(NC1CCCCC1Sc1ncccn1)c1ccccc1 (stereo not given)
 : i, i
CC(=O)N1CCc2cc(S(=O)(=O)NC(C(=O)NCc3ccccc3)C(C)C)ccc21 (stereo not given)
 : i, i
CCOc1ccc(C2CC(c3ccc(OC)c(OC)c3)n3nc(N)nc3N2)cc1 (stereo not given)
 : i, i
CCN(CCNC(=O)CN1CCN(Cc2ccc(Cl)cc2)C1=O)c1ccccc1
 : -6.2*, i
COc1ccc(/C=C/c2nc(-c3ccccc3O)n[nH]2)cc1OC
 : i, i

An excerpt of these results, with tabs:
Molecule	CHT block	CHT allo act
Cc1sc2nc(C3CC3)nc(SCC(=O)N3CC(=O)Nc4ccccc43)c2c1C	i	i
N#Cc1ccc(CSc2nnc(NC(=O)c3ccc(=O)[nH]c3)s2)cc1	i	i
O=S(=O)(NC1CCCCC1Sc1ncccn1)c1ccccc1 (stereo not given)	i	i

Additional records
The line under a structure holds: CHT block, CHT allo act
COc1ccccc1C1C(C(=O)c2cc3ccccc3o2)=C(O)C(=O)N1CCN(C)C (stereo not given)
 : i, i
Nc1ccc(C(=O)Nc2ccc3nc(-c4cccnc4)[nH]c3c2)cc1
 : i, i
Cc1cccc(NS(=O)(=O)c2ccc(NS(=O)(=O)c3cccs3)cc2)c1
 : i, i
CCCCC#Cc1cncc(C(=O)NN)c1
 : i, i
Cn1ccnc1SCC(=O)n1c2c(c3ccccc31)CCCC2
 : i, i
O=[N+]([O-])c1ccccc1OCCOCCOc1cccc2cccnc12
 : i, i
Cc1cccc(NC(=O)C(C)SCc2nc3sc(C)c(C)c3c(=O)[nH]2)n1 (stereo not given)
 : i, i
CC(C)(C)c1cc(=O)[nH]c(SCc2ccccc2)n1
 : i, i
O=C(c1c(O)c2ccccc2oc1=O)C1CCC1
 : i, i
CCCCC(=O)Nc1ccc(C(=O)Nc2ccc3c(c2)OCO3)cc1
 : i, i
FC(F)(F)c1cc(N2CCNCC2)c2ccccc2n1
 : i, i
O=C(CCN1C(=O)c2ccccc2C1=O)Nc1cc(F)ccc1F
 : i, i
CCN1CC2=C(OC(N)=C(C#N)C2c2cccs2)/C(=C/c2cccs2)C1 (stereo not given)
 : i, i
Nc1ncnc(Sc2ccccc2)c1[N+](=O)[O-]
 : i, i
CC/C(O)=C1\C(=O)CC(c2ccccc2)CC1=NCCc1c(C)[nH]c2ccc(C)cc12 (stereo not given)
 : i, i
Cn1c(=O)n(C)c2cc(S(=O)(=O)Nc3ccc(F)cc3)ccc21
 : i, i
CN(C)c1ccc(C(=O)n2nnc3ccccc32)cc1
 : i, i
CN=C(NC(=O)Nc1c(C)cccc1C)NC(=O)Nc1c(C)cccc1C
 : i, i
CC(=O)Cc1nsc(NC(=O)c2cn(-c3ccccc3)nc2-c2ccc(Br)cc2)n1
 : i, i
CC(C)(C)C1CCC(=NNC(=O)c2cc(-c3ccccc3)n[nH]2)CC1 (stereo not given)
 : i, i
COC(=O)[C@H](CC(C)C)NC(=O)Nc1ccc2c(c1)OCCO2
 : i, i
CCOC(=O)CN1N=C(/C=C/c2ccc(OC)cc2)CCC1=O
 : i, i
CC1OC(Nc2ccc(OC(F)(F)F)cc2)C(O)C(O)C1O (stereo not given)
 : i, i
CN1CCN(c2ccc([N+](=O)[O-])cc2/C=N/NC(=O)c2cccc([N+](=O)[O-])c2)CC1
 : i, i
O=C(CSc1nnc(CNc2ccc(F)cc2)o1)OC1CCCCC1
 : i, i
CCCCN(CCNP(=O)(OCC)OCC)CP(=O)(OCC)OCC
 : i, i
Cn1c(SCC(=O)Nc2nccs2)nnc1-c1ccccn1
 : i, i
COc1cccc(NS(=O)(=O)c2ccc(-n3cccn3)cc2)c1
 : i, i
CC(C)(C)C(=O)O/N=C(\N)c1ccc(Oc2cc(Cl)cc(Cl)c2)c([N+](=O)[O-])c1
 : i, i
CCCCN(C)Cc1c(C)[nH]c2ccc(C)cc2c1=O
 : i, i
Cc1cc(Nc2ccccc2F)n2nc(C)nc2n1
 : i, i
CCOc1cc(C(=O)NCC(=O)N2CCC3(CC2)NCCc2[nH]cnc23)cc(OCC)c1OCC
 : i, i
Fc1ccccc1NC(=S)Nc1cccc2cnccc12
 : i, i
Cc1cc(NC(=O)C2Oc3ccccc3OC2C)no1 (stereo not given)
 : i, i
CC(=O)Nc1cccc(NC(=O)CSc2nc(C3CC3)nc3ccccc23)c1
 : i, i
COc1cc(S(=O)(=O)Nc2ccc(C)cc2)ccc1N=Cc1c(C)[nH]n(-c2ccc(C)cc2)c1=O
 : i, i
COc1ccccc1/C=C/C(=O)NC(=S)N1CCN(C)CC1
 : i, i
O=C(O)c1cccc(Cn2c(Cl)c(/C=N/NC(=O)c3ccco3)sc2=O)c1
 : i, i
c1cnc(NC2CCCCCC2)nc1
 : i, i
Nn1cnc2scc(-c3ccc(Cl)cc3)c2c1=O
 : i, i
COC(=O)c1ccc(S(=O)(=O)N2CCCN(Cc3cccc(Br)c3F)CC2)n1C
 : i, i
CC(=O)c1cc2c(cc1NC(=O)CCn1cnnn1)OCO2
 : i, i
Cc1cc(C(=O)OCC(=O)N(C)c2ccccc2)ccc1[N+](=O)[O-]
 : i, i
COc1ccc(Cl)cc1NC(=O)N1CCN(C2CCCCC2)CC1
 : i, i
CC1=C(C(=O)OCc2ccccc2)C(c2ccccc2Cl)NC(=O)N1CCCCCC(=O)O (stereo not given)
 : i, i
CC1CCC(NC(=O)C2CCC(CNS(=O)(=O)c3cccc4cccnc34)CC2)CC1 (stereo not given)
 : i, i
COc1cc(C)c(C(C)C)cc1S(=O)(=O)n1ccnc1
 : i, i
COC(=O)c1cc(OC)c(OC)cc1NC(=S)N1CCN(C/C=C/c2ccccc2)CC1
 : i, i
CC(C)Cn1c(SCC(=O)N(C)C2CCS(=O)(=O)C2)nc2cc(Cl)ccc2c1=O (stereo not given)
 : i, i
COC(=O)c1cc2c(C)nn(C)c2s1
 : i, i
O=C(N/C(=C/c1ccc(Br)cc1)C(=O)N1CCCC1)c1ccccc1F
 : i, i
Cc1ccc(-n2c(SCC(=O)NCC3CCCO3)nc3n[nH]c(C)c3c2=N)cc1Cl (stereo not given)
 : i, i
O=P(CCN1CCCCC1)(c1ccccc1)c1ccccc1
 : i, i
O=[N+]([O-])c1ccc(-c2n(-c3ccccn3)c3ccccc3[n+]2-c2ccccn2)cc1
 : i, i
O=C(c1ccccc1Cl)N(Cc1ccc(Br)cc1)N1C(=O)CCCC1=O
 : i, i
O=C(Nc1ccncc1)Nc1ccc(F)cc1F
 : i, i
COc1ccc(CN2CCNC(=O)C2CC(=O)NCCc2nc(C)c3c(n2)CCC3)cc1C (stereo not given)
 : i, i
COC(=O)c1cc(S(=O)(=O)NCC(C)c2ccccc2)cn1C (stereo not given)
 : i, i
CC(=O)c1sc(NC(=O)c2ccc(C)c(C)c2)nc1C
 : i, i
COc1ccc(S(=O)(=O)NC2CCCC2)c(Cl)c1Cl
 : i, i

Continued:
The line under a structure holds: CHT block, CHT allo act
C/C(CCC1CC(C)OC1=O)=N\NC(N)=S (stereo not given)
 : i, i
COc1ccc(-n2nnnc2SCC(=O)NCCc2ccc(OC)c(OC)c2)cc1
 : i, i
COc1cccc(/C=N\NC(=O)Cn2nnc3ccccc32)c1O
 : i, i
O=C(OCc1cc(=O)oc2cc(O)ccc12)c1cc(S(=O)(=O)N2CCOCC2)ccc1F
 : i, i
O=C(C[n+]1ccccc1)Nc1ccc(Cl)c([N+](=O)[O-])c1
 : i, i
COc1ccccc1N(CC(=O)Nc1cccnc1)S(=O)(=O)c1ccccc1
 : i, i
CCCN1CCN(CCCNC(=O)Cn2nc(-c3ccc(C)cc3)ccc2=O)CC1
 : i, i
CCOC(=O)C1CCCN(C(=O)CSc2ccc(NC(C)=O)cc2)C1 (stereo not given)
 : i, i
CCc1c(C)nc(N)n2c(SCC(=O)Nc3ccccc3OC)nnc12
 : i, i
COc1ccc(S(=O)(=O)N(CC(=O)O)c2ccccc2)cc1
 : i, i
Cc1ccc(SCCN2CCC(C(C)(C)C)CCC2=O)cc1 (stereo not given)
 : i, i
O=C(OCc1cnc(Cl)s1)c1ccc(Cl)cc1
 : i, i
O=C(c1ccc(N2CCCC2=O)cc1)N1CCOCC1
 : i, i
CC(=O)Nc1ccc(/C=C/c2nc(-c3ccccc3O)n[nH]2)cc1
 : i, i
COc1cc2c(cc1NS(=O)(=O)N1CCCC1)oc1ccccc12
 : i, i
COc1ccc(C2=C/C(=C\c3cccc(OC(C)=O)c3)C(=O)O2)cc1
 : i, i
NC(=S)N=Nc1c(O)[nH]c2ccc(F)cc12
 : i, i
Cc1ccc(C(O)(C(=O)NN(C(=O)c2ccccc2)c2ccccc2)c2ccc(C)cc2)cc1
 : i, i
Cc1ccc(C(=O)COC(=O)c2cnccn2)cc1C
 : i, i
Cn1c(Cn2c(=O)sc3ccccc32)nnc1SCC(=O)N1CCOCC1
 : i, i

A draw from above in order of heavy-atom count, high to low:
The line under a structure holds: CHT block, CHT allo act
CCOc1ccc(C2CC(c3ccc(OC)c(OC)c3)n3nc(N)nc3N2)cc1 (stereo not given)
 : i, i
CCN1CC2=C(OC(N)=C(C#N)C2c2cccs2)/C(=C/c2cccs2)C1 (stereo not given)
 : i, i
Nc1ccc(C(=O)Nc2ccc3nc(-c4cccnc4)[nH]c3c2)cc1
 : i, i
COc1cc2c(cc1NS(=O)(=O)N1CCCC1)oc1ccccc12
 : i, i
c1cnc(NC2CCCCCC2)nc1
 : i, i

Further records follow.
The line under a structure holds: CHT block, CHT allo act
CC(=O)Nc1ccc(Nc2cc(C)nc3c(-c4ccccc4)cnn23)cc1
 : i, i
CNc1oc(-c2ccco2)nc1C#N
 : i, i
Cc1ccccc1NC(=S)NC(=O)COc1ccccc1C
 : i, i
CCNC(=O)COC(=O)c1[nH]c(C)c(C(=O)OC)c1C
 : i, i
Cc1nc(SCc2ccccc2C)n[nH]1
 : i, i
COCc1c(CCl)cnc(C)c1O
 : i, i
Cc1ccc2[nH]c(C)c(CCNC(=O)NC3CCCCC3)c2c1
 : i, i
CCCOc1cccc(-c2nn(-c3ccccc3)cc2/C=C(\C#N)C(=O)NCCCn2ccnc2)c1
 : i, i
CCN1CCN(CCOCCOc2ccccc2-c2ccccc2)CC1
 : i, i
CC1=NN(c2ccccc2)C(=O)C1C(=O)C(=O)Nc1ccc(F)cc1 (stereo not given)
 : i, i
O=C(CCN1CCN(c2ccccc2)CC1)N/N=C/c1ccccc1OC(F)F
 : i, i
Cc1ccc(-n2ncc3c2CCCC3NC(=O)c2csnn2)cc1C (stereo not given)
 : i, i
COc1ccc(OCC(=O)Nc2nonc2NC(=O)COc2ccc(OC)cc2)cc1
 : i, i
C[N+]1(CCOc2ccc([N+](=O)[O-])cc2)CCOCC1
 : i, i
CC(C)Oc1cccc(C(=O)C2CCCN(S(=O)(=O)C(C)C)C2)c1 (stereo not given)
 : i, i
CC(CC(=O)Nc1ccc(Cl)c([N+](=O)[O-])c1)c1ccccc1 (stereo not given)
 : i, i
COc1ccc(Br)cc1/C=C/C(=O)Nc1ccc(C)cc1
 : i, i
CCOc1ccc2c(c1)c1nnc(SCC(=O)NC3CC3)nc1n2C
 : i, i
CN1c2ccccc2C(C)(C)[C@]12C=Cc1cc(O)ccc1O2
 : i, i
O=C(CSc1nc2c(c(C(F)(F)F)n1)CCc1ccccc1-2)NCc1ccc(F)cc1
 : i, i
COc1ccc2nc(C)cc(SCC(=O)N/N=C/c3ccc(O)c(O)c3)c2c1
 : i, i
O=C1N(C2CCCC2)C[C@@H]2C[C@@H](c3cn[nH]c3-c3ccc(Cl)cc3)N3CCC[C@@]123
 : i, i
CN(C)c1ccc(NC(=O)CC(NCc2ccccn2)C(=O)O)cc1 (stereo not given)
 : i, i
O=C1C(Cl)=C(N2CCOCC2)C(=O)N1c1ccccc1F
 : i, i
Cc1ccc(NC(=O)CCNS(=O)(=O)c2ccc(Br)s2)cc1
 : i, i
COc1ccc(C(NC(=O)C(C)(C)C)NC(=O)C(C)(C)C)cc1
 : i, i
Brc1c(CSc2nc3ccccc3o2)nc2ncccn12
 : i, i
CC(CNC(=O)c1cccs1)c1ccc([N+](=O)[O-])cc1 (stereo not given)
 : i, i

The order is random, and some 1.4% of all compounds hit somewhere here.
